MC4R ag barr = activates human MC4R beta-arrestin recruitment; P32245; U2OS MC4R beta-arrestin complementation, luminescence; percent of melanotan II response, DMSO zero; activation, % at 8.9 µM; 360,000 tested, 0.98% active; AID 540308;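 active means activation above a per-plate cutoff, the mean activation of sample wells on that plate plus 3 SD, cut at about 8% in these data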
NOD2-RIPK2 inh = NOD2-RIPK2 protein interaction inhibition. O43353. CHO BLA complementation NOD2-RIPK2, CCF4 ratio. inhibition, % at 4.98 µM. 360,000 tested, 0.38% active. AID 624267; in the data active means inhibition above about 21%;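 further: 0% = vehicle only and 100% = reference blocker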
Target sequence (O43353 whole entry, looked up): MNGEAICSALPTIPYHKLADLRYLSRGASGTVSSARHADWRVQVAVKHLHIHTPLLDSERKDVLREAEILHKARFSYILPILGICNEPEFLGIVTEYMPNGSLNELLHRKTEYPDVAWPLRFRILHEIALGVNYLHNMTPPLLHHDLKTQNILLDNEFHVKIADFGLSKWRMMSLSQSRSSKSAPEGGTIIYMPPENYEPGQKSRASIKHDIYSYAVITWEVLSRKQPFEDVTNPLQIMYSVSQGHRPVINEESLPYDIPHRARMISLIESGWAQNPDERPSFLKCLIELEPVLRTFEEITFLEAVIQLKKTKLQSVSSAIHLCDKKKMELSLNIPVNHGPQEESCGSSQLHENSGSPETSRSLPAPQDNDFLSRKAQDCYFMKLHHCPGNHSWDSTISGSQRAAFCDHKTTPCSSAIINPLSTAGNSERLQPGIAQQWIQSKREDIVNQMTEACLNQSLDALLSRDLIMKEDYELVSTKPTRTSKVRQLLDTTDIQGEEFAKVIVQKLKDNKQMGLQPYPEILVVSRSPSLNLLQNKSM
ABHD5 PLIN5 PPI = blocks binding of human ABHD5 to perilipin-5. Split G. princeps luciferase complementation, luminescence, 4 h. inhibition, % at 4 µM. 360,000 tested, 0.78% active;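 active means inhibition above the mean inhibition across every tested compound plus 3 SD, cut at about 22% in these data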;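 further: 0% = DMSO only wells and the 100% control is not disclosed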
SRC3 inh = human NCOA3 inhibition; Q9Y6Q9; HEK293 GAL4-SRC3 luciferase reporter, luminescence; inhibition, % at 3.6 µM; 360,000 tested, 0.17% active; AID 588352;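 active means inhibition above a per-campaign cutoff, the mean of all compounds plus 3 SD, cut at about 60% in these data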;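 further: 0% = DMSO-treated cells and 100% = gossypol-treated cells at 36 µM; higher means less SRC3-driven luciferase light from the GAL4 reporter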
EBV LMP1 NFkB = reduces LMP1-driven NF-kappaB luciferase signal | AID 504558 | 350,000 tested, 0.69% active | LMP1-induced NF-kappaB luciferase reporter cells, luminescence | inhibition, % at 12.5 µM; in the data active means inhibition above about 41%;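 further: 0% = neutral control wells and 100% = reference inhibitor control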
TLR9-MyD88 inh = TLR9-MyD88 interaction inhibition | AID 504734 | Q9NR96+Q99836 | inhibition, % at 4.98 µM | CHO BLA complementation TLR9-MyD88, CCF4 FRET ratio | 340,000 tested, 0.21% active;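 active means inhibition above the mean over all tested compounds plus 3 SD, cut at about 21% in these data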;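 further: 0% = DMSO only wells and 100% = clavulanate BLA inhibitor control wells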
NR5A2 inv ag = NR5A2 inverse agonism in reporter assay | HEK293T StAR-luciferase reporter, LRH-1 transfected, 24 h | inhibition, % at 3.6 µM | 360,000 tested, 0.13% active;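 active means inhibition above the mean inhibition of all tested compounds plus 3 SD, cut at about 73% in these data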;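 further: 0% = DMSO wells and 100% = reporter-only cells lacking LRH-1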
SRC1 inh = inhibitors of human steroid receptor coactivator 1 (SRC1) | HEK293 GAL4-SRC1 luciferase reporter, luminescence | Q15788 | inhibition, % at 3.6 µM | 360,000 tested, 0.12% active | AID 588354;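 active means inhibition above the campaign mean plus 3 SD, with each screening campaign given its own cutoff, cut at about 60% in these data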;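 further: 0% = DMSO treated cells and 100% = gossypol at 36 µM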
MC4R antagonist = blocks human MC4R cAMP signaling; P32245; MC4R-expressing cells, MTII-stimulated cAMP, LANCE TR-FRET; inhibition, % at 6.5 µM; 360,000 tested, 0.48% active; AID 540295;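 active means inhibition above its plate's cutoff, the mean of tested wells on that plate plus 3 SD, cut at about 29% in these data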;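 further: 0% = Melanotan II alone and 100% = Melanotan II plus saturating MCL0020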
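Assay system: U2OS cells stably expressing human melanocortin 4 receptor (MC4R) / Dosing: 6.5 µM / Timing: compound 30 min, challenge 1 h, detection 1 h / Measured by: Eu-cAMP/anti-cAMP TR-FRET, emission 671 nm / Replicates: singlicate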
COUP-TFII inh = inhibitors of human COUP-TFII (NR2F2) | P24468 | inhibition, % at 8.6 µM | HEK293T NGFI-A luciferase reporter, luminescence | AID 686940 | 370,000 tested, 0.7% active;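 active means inhibition above a per-plate cutoff, mean inhibition of test wells between control levels plus 3 SD, cut at about 38% in these data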;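 further: cells cotransfected with COUP-TFII expression vector driving the NGFI-A reporter; 0% = median of COUP-TF2 test wells and 100% = reporter-only cells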
Target sequence (P24468 whole entry, looked up): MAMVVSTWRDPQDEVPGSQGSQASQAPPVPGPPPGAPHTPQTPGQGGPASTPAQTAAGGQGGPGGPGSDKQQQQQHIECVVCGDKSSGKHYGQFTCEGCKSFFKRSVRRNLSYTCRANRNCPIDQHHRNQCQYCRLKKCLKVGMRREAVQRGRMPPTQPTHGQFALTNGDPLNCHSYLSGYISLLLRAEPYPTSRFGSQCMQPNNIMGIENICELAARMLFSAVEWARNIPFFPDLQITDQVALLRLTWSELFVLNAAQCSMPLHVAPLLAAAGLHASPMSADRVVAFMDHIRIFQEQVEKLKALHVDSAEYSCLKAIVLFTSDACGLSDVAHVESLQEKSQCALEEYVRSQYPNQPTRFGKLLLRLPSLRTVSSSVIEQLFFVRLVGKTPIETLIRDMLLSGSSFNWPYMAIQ
NCOA2 inhibitor = human SRC2 (NCOA2) inhibition. AID 651957. inhibition, % at 9 µM. 370,000 tested, 0.17% active. Q15596. HEK293 GAL4-SRC2 luciferase reporter, luminescence;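 active means inhibition above the mean inhibition of all tested compounds plus 3 SD, set per campaign, cut at about 52% in these data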;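 further: 0% = DMSO treated cells and 100% = cells given Gossypol at 36 µM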
Numbers without * were called inactive; x = no result given.

no.	smiles	MC4R ag barr	NOD2-RIPK2 inh	ABHD5 PLIN5 PPI	SRC3 inh	EBV LMP1 NFkB	TLR9-MyD88 inh	NR5A2 inv ag	SRC1 inh	MC4R antagonist	COUP-TFII inh	NCOA2 inhibitor
1	O=C(/C=C/c1ccccc1)NCCc1ccccc1	0.4	-1	-6	-35	1	5	-79	-28	3	-44	-84
2	NS(=O)(=O)c1ccc(CCn2c(=S)[nH]c3ccccc3c2=O)cc1	-0.1	2	1	-7	-7	0	-16	-6	11	8	-5
3	Clc1ccc(CNc2ccc3nnc(-c4ccccc4)n3n2)cc1	2.8	-13	-2	-4	6	4	-18	-2	2	-3	8
4	Cc1ccnc(NC(=O)CCC(=O)N(CC(=O)NCc2ccc(F)cc2)CC2CCCO2)c1 (stereo not given)	0.3	-2	14	-4	-4	3	8	5	5	-16	-2
5	CC(=O)c1ccc(NC(=O)COC(=O)CCC(=O)c2cccs2)cc1	-3.1	-6	0	-9	3	-5	-10	-33	6	5	-8
6	CCCn1c(C)cc(/C=C(\C#N)C(=O)OCC(=O)NC(=O)NC(C)(C)C)c1C	3.1	-3	-8	1	-11	-12	-14	-7	2	5	1
7	COc1cc(/C=C/C(C)=O)cc(OC)c1OC	-0.7	-5	2	20	4	-3	14	-6	1	-5	-4
8	O=C(CCNS(=O)(=O)c1cccc2nonc12)N1CCN(c2cccc(Cl)c2)CC1	2.5	-4	11	10	5	-10	-23	-1	11	-7	1
9	CC(C)Cn1c(=O)c(C(=O)NCc2ccc3c(c2)OCO3)c(O)c2ccccc21	-0.2	-4	-1	-8	7	-7	13	-31	6	26	10
10	C=CCNc1nc2c(c(=O)[nH]c(=O)n2C)n1CC(O)COc1ccc2ccccc2c1 (stereo not given)	2.4	1	15	-15	6	-3	-18	17	2	13	-16
11	COc1cc2c(cc1OC)CN(CC(=O)Nc1ccc3c(c1)OC(F)(F)O3)CC2	2.4	0	4	18	7	-10	10	13	-1	1	-22
12	Cc1cc(C(C)(C)C)c(OC(=O)[C@@H]2OC(c3ccccc3)=C[C@H]2c2ccccc2)c(C(C)(C)C)c1	0.8	-11	-1	0	-10	-1	12	4	4	-6	19
13	CC(C(=O)NC(c1ccccc1)c1ccccc1)N1CCOCC1 (stereo not given)	-0.1	10	3	-21	3	-5	33	-7	8	-2	-6
14	Cc1c(C(=O)Oc2cccc3ccccc23)cnn1-c1ccccc1	0.6	-9	0	9	5	-10	-20	-11	-1	0	-26
15	O=C(NCc1n[nH]c(=S)n1-c1cccc(C(F)(F)F)c1)c1ccc(S(=O)(=O)N2CCCCC2)cc1	-2.1	-11	-13	8	-7	-3	-23	17	5	-14	12
16	Cc1cn(C2CC(O)C(CO)O2)c(=O)n(CCCc2ccccc2)c1=O (stereo not given)	-1.1	-2	-11	7	-2	-2	-5	-8	-1	0	4
17	CC(C)(C)c1cc(NS(=O)(=O)c2ccc3c(c2)OCCO3)on1	3.2	-8	5	1	1	-3	-9	2	1	14	11
18	Cc1cc(Cl)c2oc(C(=O)N(C)CCCCN3CCOCC3)c(C)c2c1	-1.2	3	2	-2	-4	-15	8	-1	23	7	23
19	O=C(Nc1cccc(F)c1)N1CC=C(n2c(=O)[nH]c3ccccc32)CC1	-2.0	7	3	9	10	12	-13	18	10	6	12
20	CC(C)Cn1c(=S)[nH]c2ccccc2c1=O	-1.3	6	-5	-42	5	6	-11	3	-4	18	6
21	CCOC(=O)c1cc(-c2ccc(OC)cc2)n(CCC(=O)NCCN2CCC(C)CC2)c1C	-0.4	0	10	-6	-14	5	5	9	11	-6	5
22	Cc1ccc(C)c(Oc2cc(NN3CCCCC3)c([N+](=O)[O-])cc2[N+](=O)[O-])c1	-2.8	7	-4	6	3	2	-23	-4	3	0	7
23	CC(CO)N1CCS(=O)(=O)CC1 (stereo not given)	-1.4	-5	0	20	8	2	-1	2	-5	-6	-16
24	CCOc1ccc(NC(=O)CN2CCN(CC(=O)Nc3ccc4c(c3)OCCO4)CC2)cc1	0.2	-5	0	1	-3	-7	12	-4	-3	-2	-38

An excerpt of these results, with two lines to a compound.
Values run as follows: MC4R ag barr | NOD2-RIPK2 inh | ABHD5 PLIN5 PPI | SRC3 inh | EBV LMP1 NFkB | TLR9-MyD88 inh | NR5A2 inv ag | SRC1 inh | MC4R antagonist | COUP-TFII inh | NCOA2 inhibitor
14) Cc1c(C(=O)Oc2cccc3ccccc23)cnn1-c1ccccc1
→ 0.6 | -9 | 0 | 9 | 5 | -10 | -20 | -11 | -1 | 0 | -26
15) O=C(NCc1n[nH]c(=S)n1-c1cccc(C(F)(F)F)c1)c1ccc(S(=O)(=O)N2CCCCC2)cc1
→ -2.1 | -11 | -13 | 8 | -7 | -3 | -23 | 17 | 5 | -14 | 12

The listing continues:
no.	smiles	MC4R ag barr	NOD2-RIPK2 inh	ABHD5 PLIN5 PPI	SRC3 inh	EBV LMP1 NFkB	TLR9-MyD88 inh	NR5A2 inv ag	SRC1 inh	MC4R antagonist	COUP-TFII inh	NCOA2 inhibitor
25	O=Cc1cnc(N2CCN(Cc3ccccc3)CC2)s1	-4.0	-7	-1	16	-6	-16	30	-5	6	3	9
26	CCOC1(c2ccccc2)OC(=O)c2ccccc21 (stereo not given)	-1.9	-9	-3	-7	11	2	-2	4	-7	11	4
27	COCOCCn1cc(CN2CCS(=O)(=O)N(Cc3ccc(-c4cccc(N(C)C)c4)cc3)C(C(C)C)C2=O)nn1 (stereo not given)	-1.6	-8	5	5	2	4	0	-19	-2	6	-16
28	COC(=O)C(CCC(=O)CN1C(=O)c2ccccc2C1=O)N1C(=O)c2ccccc2C1=O (stereo not given)	-1.3	2	-4	-12	-2	-6	6	-14	2	7	9
29	Cc1ccc(C(O)c2ncc(-c3ccc(Cl)cc3)[nH]2)cc1F (stereo not given)	2.6	1	-3	-7	x	x	-15	10	16	-5	18
30	O=C(NC(=S)Nc1ccc(CN2CCOCC2)cc1)c1ccc([N+](=O)[O-])cc1	-4.0	-6	-8	-6	-1	0	20	-3	19	-9	-1
31	O=C(/C(=C/O)N=Nc1ccc(Cl)cc1)c1ccncc1	-1.0	-7	38*	8	0	-3	20	-16	16	-9	8
32	O=C(Nc1ccccc1F)c1ccc(C(=O)c2ccccc2)cc1	-1.7	4	-2	-41	-24	5	-97	-68	5	-22	-52
33	Cc1ccc(C)c(N2CCN(c3ccc4cc(S(=O)(=O)N5CCCCC5)ccc4n3)CC2)c1	-1.4	-3	9	21	14	14	10	-18	-3	2	-18
34	COc1cccc(N2CCN(C(=O)c3cc4ccc(OC)cc4[nH]3)CC2)c1	0.8	-4	-9	-2	1	-7	-2	-1	23	3	5
35	Cc1cc(C)cc(N(CC(=O)NCC2CCCO2)C(=O)CCC(=O)Nc2cc(C)on2)c1 (stereo not given)	1.1	-5	4	-12	4	-2	-1	0	0	-2	-2
36	COc1cc(NC(=O)NCc2ccncc2)cc(OC)c1OC	0.6	-4	1	6	-6	-7	13	1	2	3	-4
37	COc1ccc(-c2cc(C(=O)Nc3ccc(S(=O)(=O)Nc4onc(C)c4C)cc3)c3ccccc3n2)cc1OC	1.4	-2	3	0	1	2	23	13	8	7	-36
38	COc1ccc(NC(=O)c2ccco2)c2ccccc12	-2.1	3	2	-13	-3	-2	-12	-10	3	7	11
39	Cc1cccc(NC(=O)C(C)SCc2ccccc2)c1 (stereo not given)	-1.3	2	-6	-8	6	8	-25	-20	-3	-5	-36
40	CCOC(=O)C1CCCN(S(=O)(=O)c2cc3c4c(c2)CCN4C(=O)CC3)C1 (stereo not given)	-4.6	-10	8	3	5	-7	0	-8	15	8	5
41	COc1ccc(Nc2nnc(SC(C)C(=O)NC3CC3)s2)cc1 (stereo not given)	-1.0	-3	-4	10	3	-6	12	-13	-6	-6	-24
42	CC(C)OC(=O)c1cc(Cl)c(=O)n(Cc2ccc(Cl)cc2Cl)c1	3.5	0	-8	-2	1	-8	-14	-18	22	1	4
43	COc1ccc(-c2c(C)n([O-])c3c([n+]2=O)CCCCC3)cc1	-1.5	4	4	21	5	3	10	3	1	-1	0
44	COc1ccc(-c2cc(C(F)(F)F)nc(SCC(=O)Nc3sc4c(c3C#N)CCC4)n2)cc1	4.1	-9	-6	0	10	-15	16	-16	-2	x	x
45	COc1ccc(CCNC(=O)CCS(=O)(=O)c2ccc(Br)cc2)cc1OC	-1.4	1	-1	5	7	7	-9	-116	18	11	30
46	CCC(C)(C)NC(=O)Cc1ccc(OC)c(OC)c1	0.1	-6	0	-2	-2	0	2	-18	3	-4	-20
47	O=C(CSc1nc2ccccc2[nH]1)N1CCN(c2ccccc2)CC1	-1.6	3	-1	11	-3	5	2	-11	9	-6	-14
48	O=c1nc(Nc2ccc(Br)cc2)sc2ccc([N+](=O)[O-])cc12	-0.7	-12	0	14	1	-6	-2	-55	16	-3	-13
49	O=C(Nc1nnc(Cc2ccc([N+](=O)[O-])cc2)s1)Nc1ccccc1F	2.1	-8	-2	3	0	-2	4	-14	5	-8	-1
50	CS(=O)(=O)c1ccc2nc(NC(=O)C3CCCO3)sc2c1 (stereo not given)	-0.6	2	-6	-28	-8	3	-13	-45	5	-27	-9
51	C/C(=N\NS(=O)(=O)c1ccc(Br)cc1)c1ccc(-n2ccnc2)cc1	-1.2	2	-4	3	3	-1	5	5	4	-11	8
52	CCOc1ccccc1C(=O)NCC(=O)NCCCSc1ccccc1	-1.0	-3	-1	6	14	3	-13	-6	-2	0	-9
53	Cn1nnc2ccccc2c1=O	-2.0	0	1	-4	2	2	-9	-1	-1	7	8

Assay outcomes deposited in PubChem BioAssay by several laboratories.

The list is partial (hit frequency here may not be typical).
